G9a inh: inhibitors of human histone lysine methyltransferase G9a | Q96KQ7 | hit rate 8.8% among 350,000 | G9a H3K9 monomethylation, AlphaScreen, 2 h | Potency, µM (doses to about 102 µM), for inactives: at the top dose activity, negative = inhibition, usual class: inhibitors; further: on the % scale 0 is the no-effect control and ±100 the full control effect; nearly all actives have a fitted effect of over 75% in size
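Enzyme 20 nM + cpd, 15 min RT; add b-H3K9 pep 500 nM / SAM 20 uM; 2 h RT; anti-H3K9me1 Ab 0.5 ug/mL + SA donor / anti-rabbit acceptor beads 20 ug/mL each, 10 min; AlphaScreen read.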
BAZ2B block: inhibitors of human BAZ2B bromodomain | AlphaScreen BAZ2B-H3K14Ac peptide displacement | Potency, µM (top dose mostly 114 µM), without a hit: at the highest dose activity change, negative = inhibition, hits mostly inhibitors | hit rate 4.4% among 360,000; further: on the % scale 0 is the no-effect control and ±100 the full control effect; nearly all actives have a fitted effect of over 60% in size
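BAZ2B 50 nM plus b-H3(5-23)K14Ac 50 nM, PBS pH 7.4/0.01% Tween-20, 30 min RT; compound added (max 110 uM), 30 min RT; streptavidin donor/Ni-chelate acceptor beads 10 ug/mL final, 20 min dark; AlphaScreen read.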
Pin1 inh: human Pin1 inhibition. Potency, µM (series often up to 115 µM), without a hit: at the highest dose activity, negative = inhibition, actives largely listed as inhibitors. Pin1 FP peptide displacement, HiFluor488, 10 min. hit rate 0.009% among 390,000; active means well fitted inhibition curve with a large enough effect in the polarisation, with a control signal flat, not every such curve was filed as active; inconclusive means small, poorly fitted or top-dose-only effect, or effect the other way, or a change in a side signal; inactive means no such curve, though single readings can be large or run the other way; the % refers to the polarisation; further: on the % scale 0 is the no-effect control and ±100 the full control effect
Tb PGK inh: T. brucei PGK inhibition. hit rate 0.043% among 380,000. Potency, µM (highest dose often 57.5 µM), for the others: at the highest dose activity change, negative = inhibition, hits mostly inhibitors. AID 602233. P07378. PGK/GAPDH coupled, Kinase-Glo luminescence, 60 min; further: on the % scale 0 is the no-effect control and ±100 the full control effect; nearly all actives have a fitted effect of over 60% in size
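Luminescent ATP detection (Kinase-Glo Plus) follows a 60-minute room-temperature incubation, with wells lacking PGK as controls. Buffer: 100 mM TEA (pH 7.6), 5 mM MgCl2, 0.01% Tween-20. Coupling enzyme GAPDH (100 nM final) supplies unstable 1,3-BPG in-well.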
POLI inh: blocks human DNA polymerase iota activity; hit rate 1% among 390,000; Q9UNA4; Potency, µM (highest dose often 115 µM), for inactives: top-dose activity, negative = inhibition, hits mostly inhibitors; Pol iota fluorescent replication assay, 10 min; AID 588590
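Fluorescent replication assay read twice, at 0 min and 10 min after adding 50 nM (final) substrate. Enzyme (10 nM) and compounds were first incubated 15 min at room temperature; enzyme-free buffer wells were negative controls.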
HP1b chromo inh: inhibitors of HP1-beta chromodomain binding to methylated histone tails. AlphaScreen HP1-beta / biotin-H3K9me3 peptide binding. hit rate 0.56% among 390,000. Potency, µM (series often up to 114 µM), inactives show at the highest dose activity change, negative = inhibition, actives largely listed as inhibitors. P83916; further: nearly all actives have a fitted effect of over 70% in size; inactives centre near 23
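AlphaScreen: HP1-beta (50 nM) preformed 30 min with biotin-H3(1-18)K9me3 peptide (50 nM) in PBS pH 7.4, 0.01% Tween-20. Compound added for 30 min at RT, then streptavidin donor/nickel chelate acceptor beads (10 ug/mL) for 30 min.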
GLS inhibitor: glutaminase GLS (human) inhibition; Potency, µM (doses to about 45.5 µM), inactives show at the top dose activity change, negative = inhibition, most hits filed as inhibitors; O94925; GLS enzymatic activity, qHTS titration; hit rate 0.21% among 410,000; AID 624170; further: on the % scale 0 is the no-effect control and ±100 the full control effect
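hKGA in 45 mM KH2PO4 pH 8.2, 0.02% Tween-20 with pin-transferred compounds; 1 mM L-glutamine (stock) plus glutamate oxidase/HRP/Amplex Red coupling added. Fluorescence read initially and after 30 min at RT.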
JMJD2A Tudor: inhibitors of human JMJD2A Tudor domain | O75164 | AlphaScreen JMJD2A-Tudor / H3K4me3 peptide binding | Potency, µM (doses to about 114 µM), inactives show at the top dose activity change, negative = inhibition, actives largely listed as inhibitors | hit rate 4.4% among 390,000; further: on the % scale 0 is the no-effect control and ±100 the full control effect; nearly all actives have a fitted effect of over 50% in size
BLM helicase inh: inhibitors of human Bloom syndrome helicase BLM | hit rate 0.2% among 350,000 | AID 2528 | recombinant BLM DNA unwinding, fluorescence dequenching | P54132 | Potency, µM (doses to about 56.1 µM), for inactives: at the highest dose activity change, negative = inhibition, usual class: inhibitors;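 further: plate controls were vehicle for no effect and no enzyme for full effect; nearly all actives have a fitted effect of over 35% in size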
Target sequence (P54132 whole entry, looked up): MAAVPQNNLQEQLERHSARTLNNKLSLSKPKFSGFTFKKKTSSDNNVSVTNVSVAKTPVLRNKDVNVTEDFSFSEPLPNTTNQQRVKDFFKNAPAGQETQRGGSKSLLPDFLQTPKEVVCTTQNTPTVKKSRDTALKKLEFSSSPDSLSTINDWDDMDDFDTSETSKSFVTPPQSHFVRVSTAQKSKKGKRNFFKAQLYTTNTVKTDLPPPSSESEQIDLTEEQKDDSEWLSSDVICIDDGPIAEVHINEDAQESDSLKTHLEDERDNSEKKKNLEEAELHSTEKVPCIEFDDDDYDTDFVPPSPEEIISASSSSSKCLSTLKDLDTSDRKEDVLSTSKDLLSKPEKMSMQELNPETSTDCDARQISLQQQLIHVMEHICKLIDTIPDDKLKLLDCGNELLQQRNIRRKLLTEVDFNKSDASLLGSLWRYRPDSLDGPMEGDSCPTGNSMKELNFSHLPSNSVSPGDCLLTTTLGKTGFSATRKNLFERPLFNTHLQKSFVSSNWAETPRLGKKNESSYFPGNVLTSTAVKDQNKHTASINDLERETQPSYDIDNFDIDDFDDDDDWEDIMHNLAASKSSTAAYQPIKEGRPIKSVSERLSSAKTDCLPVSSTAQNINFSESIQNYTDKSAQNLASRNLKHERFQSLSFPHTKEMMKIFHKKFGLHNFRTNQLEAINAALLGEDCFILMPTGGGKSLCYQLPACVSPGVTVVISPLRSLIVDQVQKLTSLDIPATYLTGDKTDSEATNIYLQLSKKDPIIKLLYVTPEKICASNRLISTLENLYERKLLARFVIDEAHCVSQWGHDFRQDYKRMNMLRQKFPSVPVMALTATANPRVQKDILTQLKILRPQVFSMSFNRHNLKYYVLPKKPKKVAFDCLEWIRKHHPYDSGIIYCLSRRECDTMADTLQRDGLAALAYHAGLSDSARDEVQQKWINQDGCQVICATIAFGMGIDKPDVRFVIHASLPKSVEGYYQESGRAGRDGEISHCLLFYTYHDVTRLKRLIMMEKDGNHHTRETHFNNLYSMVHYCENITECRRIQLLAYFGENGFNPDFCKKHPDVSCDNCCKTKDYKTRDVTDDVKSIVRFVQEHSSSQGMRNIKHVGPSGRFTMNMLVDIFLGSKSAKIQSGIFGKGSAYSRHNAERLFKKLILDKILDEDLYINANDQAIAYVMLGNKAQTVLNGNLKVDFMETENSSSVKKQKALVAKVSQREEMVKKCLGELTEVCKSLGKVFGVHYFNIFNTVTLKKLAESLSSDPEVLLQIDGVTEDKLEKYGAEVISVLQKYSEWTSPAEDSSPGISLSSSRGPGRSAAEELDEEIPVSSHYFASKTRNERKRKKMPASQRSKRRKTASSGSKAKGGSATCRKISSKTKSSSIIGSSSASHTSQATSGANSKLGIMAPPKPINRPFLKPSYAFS
An asterisk follows results filed as active; i = inactive; ? = inconclusive; . = not tested or not shown; & = joins results of further samples; [ ] = dose if it differs, or a comment. Unless noted, the call rests on the fitted dose curve; in most records, active means well fitted curve in the direction sought with a large enough effect; inconclusive means small, poorly fitted or top-dose-only effect, or another doubt; inactive means no such curve, though single readings can be large; an effect the other way counts as inactive or inconclusive. Potency means the concentration at half of the fitted maximal effect.

nr | structure | JMJD2A Tudor | Tb PGK inh | BLM helicase inh | G9a inh | HP1b chromo inh
1 | CCn1c(SCC(=O)Nc2sc3c(c2C#N)CCC(C(C)(C)C)C3)nnc1-c1ccco1 (centres undefined) | -21% | -8% | -1% | -33% | 8%
2 | CCCNC(=O)NC(=O)CSc1nncs1 | -9% | -5% | 1% | 17% | 28%
3 | CCCCOc1ccc(C(=O)N/C(=C/C=C/c2ccccc2)C(=O)NC)cc1 | -31% | 1% | -16% | -50% | 7%
4 | CN(C)c1nc(SCC#N)nc(N2CCOCC2)n1 | 0% | 5% | -5% | 8%[12.7 µM] | 17%
5 | CCC(=O)OCc1cc(=O)n2nc(C3CC3)sc2n1 | -20% | -2% | -3% | 0%[59 µM] | 32%
6 | CNC(=O)c1cc(C(=O)c2ccc(C(F)(F)F)cc2F)c[nH]1 | -12% | 0% | -1% | 11% | 23%
7 | CNC(=O)c1c(NC(=O)CCS(=O)(=O)c2ccc(Cl)cc2)sc2c1CCN(C(=O)OC)C2 | -19% | i | . | 50µM* | 12%
8 | Cc1ccc(S(=O)(=O)N2C[C@@H]3[C@H]4CC[C@H](C4)[C@@H]3[C@@H](C)[C@@H]2c2ccn(Cc3ccccc3)c2)cc1 | -18% | 1% | . | . | 25%
9 | Cc1cccn2cc(CCNC(=O)c3cccs3)nc12 | -13% | -2% | 2% | . | 2%
10 | Cc1ccc(CCNC(=O)CS(=O)Cc2nc(-c3ccccc3F)oc2C)cc1 (centres undefined) | -23% | -2% | 0% | -17% | 52%[activator]
11 | CN(C)c1ccc(CNC(=O)C2CCN(S(=O)(=O)c3ccc4c(c3)oc(=O)n4C)CC2)cc1 | -21%&-20% | -8%&-4% | -2%&-4% | ? | 16%&40%
12 | Cc1ccc(N=Nc2ccc(O)c(P(=O)(c3ccccc3)c3ccccc3)c2)cc1 | 11µM* | -7% | -14% | ? | -19%

nr | POLI inh | GLS inhibitor | BAZ2B block | Pin1 inh
1 | 13% | 10% | 2% | -1%
2 | ? | -2% | . | -13%
3 | 2% | 3% | -29% | 48%[activator]
4 | 4% | 8% | 2% | ?
5 | -1% | -1% | -12% | -4%
6 | 43%[activator] | -15% | -4% | 0%
7 | 10% | 5% | -5% | 7%
8 | -14% | -1% | . | 5%
9 | 13% | 4% | 19% | -3%
10 | 20% | 3% | -9% | 8%
11 | -17%&2% | 2%&5% | -4%&0% | -2%&-6%
12 | 18% | 21% | ? | -16%

Following part.
nr | structure | JMJD2A Tudor | Tb PGK inh | BLM helicase inh | G9a inh | HP1b chromo inh
13 | COc1ccc(OC)c(CN2CCC(CNC(=O)Nc3cccc(Cl)c3)CC2)c1 | ? | -7% | -5% | -38% | -6%
14 | CCC(=O)N1CCc2cc(S(=O)(=O)CCC(=O)Nc3cccc(F)c3)ccc21 | 7% | i | -3% | 22µM* | 36%
15 | COc1ccc2cc(C3CC(c4cccs4)=NN3C(C)=O)c(Cl)nc2c1 (centres undefined) | -7% | i | -1% | 40%[12.7 µM] | 15%
16 | Cc1nn(Cc2ccc(Cl)cc2)c(C)c1NC(=O)CCCn1nc(C)c([N+](=O)[O-])c1C | -16% | 4% | -1% | 3%[59 µM] | 15%
17 | COc1ccc(C)cc1-n1nc2ccccc2n1 | -3% | -7% | -7% | 32% | 31%
18 | C=CCn1c(SCC(=O)Nc2nccs2)nnc1-c1cc2cccc(OC)c2o1 | -12% | -7% | -1% | 87%[activator][59 µM] | 14%
19 | C/C(=N\Nc1ccc(F)cc1F)c1ccc(Br)s1 | -15% | -7% | -4% | 8.9µM* | ?
20 | NC(=O)CCN1CCC(c2nc3ccccc3s2)CC1 | -16% | -5% | 1% | -8% | -11%
21 | O=C(CSCc1c(F)cccc1Cl)NCCc1ccccc1 | 17% | 1% | -2% | 76%[activator] | 38%
22 | C[C@H]1C(=O)N(C)CCN1Cc1cn(C)nc1-c1ccc(Oc2ccccc2)cc1 | -5% | i | -8% | -12% | 39%[activator]
23 | CCC(=O)N1CCc2cc(S(=O)(=O)CCC(=O)NC3CCCCC3)ccc21 | -9% | i | 1% | -2% | 45%[activator]
24 | CCOC(=O)C1CCCN(C(=O)c2ccco2)C1 (centres undefined) | -15% | -3% | 0% | 14% | 24%

nr | POLI inh | GLS inhibitor | BAZ2B block | Pin1 inh
13 | 45%[activator] | 3% | ? | -6%
14 | 20% | -25% | 9% | -11%
15 | 109%[activator] | -9% | -19% | -2%
16 | -1% | 5% | -6% | -1%
17 | 46%[activator] | -3% | 9% | -4%
18 | -3% | -4% | 32% | 2%
19 | -7% | 1% | -2% | 0%
20 | 16% | -18% | 1% | -2%
21 | -15% | 0% | -1% | -1%
22 | 32%[activator] | -4% | -21% | 4%
23 | 0% | -5% | 1% | -8%
24 | 16% | 4% | 16% | -2%

Three compounds from above, sorted by the number in Tb PGK inh, smallest number first:
nr | structure | JMJD2A Tudor | Tb PGK inh | BLM helicase inh | G9a inh | HP1b chromo inh
13 | COc1ccc(OC)c(CN2CCC(CNC(=O)Nc3cccc(Cl)c3)CC2)c1 | ? | -7% | -5% | -38% | -6%
21 | O=C(CSCc1c(F)cccc1Cl)NCCc1ccccc1 | 17% | 1% | -2% | 76%[activator] | 38%
16 | Cc1nn(Cc2ccc(Cl)cc2)c(C)c1NC(=O)CCCn1nc(C)c([N+](=O)[O-])c1C | -16% | 4% | -1% | 3%[59 µM] | 15%

nr | POLI inh | GLS inhibitor | BAZ2B block | Pin1 inh
13 | 45%[activator] | 3% | ? | -6%
21 | -15% | 0% | -1% | -1%
16 | -1% | 5% | -6% | -1%

Next section
nr | structure | JMJD2A Tudor | Tb PGK inh | BLM helicase inh | G9a inh | HP1b chromo inh
25 | CCN1C(=O)c2ccccc2Sc2ccc(NC(=O)Nc3ccc(Br)c(C)c3)cc21 | -21% | 8% | -14% | 4%[59 µM] | 13%[57 µM]
26 | CC1CCC(NC(=O)CN2C(=O)C3CC=CCC3C2=O)CC1 (centres undefined) | -5% | -2% | . | 13%[12.7 µM] | 68%[activator]
27 | c1ccc(N/N=C2\CCCc3ccccc32)nc1 | -18% | 1% | 1% | -4% | 3%
28 | O=C(Nc1ccccc1C(=O)Nc1ccncc1)c1cccc([N+](=O)[O-])c1 | -23% | 7% | -12% | 8% | 14%
29 | CCn1cc(C(=O)O)c(=O)c2cc(F)c(N3CCN(C(=S)NC(=O)c4ccccc4)CC3)cc21 | -18% | -1% | 4% | ? | 28%
30 | Cc1noc(C)c1C(=O)OCC(=O)NCCc1ccc(Cl)cc1 | -5% | -2% | 0% | 1%[59 µM] | 28%
31 | CCOc1cccc2sc(N(CCN(CC)CC)C(=O)c3ccco3)nc12 | ? | -1% | -4% | -28%[59 µM] | 42%[activator]
32 | CC(=O)Nc1ccc(NC(=O)C(NS(=O)(=O)c2ccc3c(c2)OCCO3)C(C)C)cc1 (centres undefined) | -12% | -6% | . | 15%[12.7 µM] | 37%
33 | COC(=O)[C@H](C)NC(=O)NC(C)CCc1ccccc1 (some centres undefined) | -4% | -4% | -1% | -2%[12.7 µM] | 46%[activator]
34 | COc1cc(C(=S)N2CCOCC2)ccc1OC(=O)/C=C/c1ccco1 | -26% | -6% | -18% | ? | 21%
35 | O=C(CSc1nccc(=O)[nH]1)N1CCCc2ccccc21 | -10% | . | 3% | 5%[59 µM] | 33%
36 | C=CCn1c(SCC(=O)c2ccccc2)nnc1-c1cc2ccccc2o1 | -17% | -7% | -3% | 50µM* | 27%

nr | POLI inh | GLS inhibitor | BAZ2B block | Pin1 inh
25 | -4% | -3% | -20% | 14%
26 | 16% | -6% | 10% | 0%
27 | 138%[activator] | -28% | ? | -4%
28 | -20% | 7% | -29% | 4%
29 | 56%[activator] | 24% | -19% | -2%
30 | 20% | 10% | 6% | 2%
31 | -10% | 21% | -29% | 3%
32 | 22% | 1% | -2% | -2%
33 | 35%[activator] | 2% | 6% | 0%
34 | ? | 3% | . | -12%
35 | -12% | -1% | 8% | -6%
36 | -11% | 9% | -4% | 15%

New compounds follow
nr | structure | JMJD2A Tudor | Tb PGK inh | BLM helicase inh | G9a inh | HP1b chromo inh
37 | CC(=O)Nc1cccc(NC(=O)COc2ccc3c(c2)CCC3)c1 | -14% | 7% | . | -9%[12.7 µM] | 22%
38 | O=C(Nc1ccccc1)/C(=C/c1ccc([N+](=O)[O-])cc1)NC(=O)c1ccccc1 | -14% | i | 2% | -13% | 19%
39 | Cc1ccc(OCc2cc(C(=O)N3CCC(c4ccccc4Cl)C3)no2)cc1C (centres undefined) | 6% | 3% | -10% | 18% | 61%[activator]
40 | Cc1nnc(C)n1/N=C/c1cc(Br)cc(Br)c1O | -23% | -7% | -4% | 1.6µM* | 13%
41 | COc1ccccc1OCCNC(=O)c1cc([N+](=O)[O-])cc([N+](=O)[O-])c1 | -14%[57.1 µM] | -6% | -6% | -33% | 52%[activator]
42 | S=c1[nH]nc(COc2ccccc2)n1/N=C/c1ccccc1Cl | 56µM* | i | -3% | 2.2µM* | -1%
43 | Cc1cc(C)c2oc(C(=O)N3CCN(Cc4ccccc4)CC3)cc(=O)c2c1 | -18% | i | -1% | 4%[2.33 µM] | 31%
44 | CC(C)(C)CNC(CO)C12CC3CC(CC(C3)C1)C2 (centres undefined) | -23% | -5% | -4% | ? | 23%
45 | COc1ccc(C(=O)COC(=O)c2ccccc2O)c(OC)c1 | ? | 0% | . | -32%[59 µM] | 28%
46 | COc1ccc(CCNC(=O)c2oc3ccc(S(=O)(=O)N4CCOCC4)cc3c2C)cc1OC | -5% | -6% | -3% | 6%[12.7 µM] | 20%

nr | POLI inh | GLS inhibitor | BAZ2B block | Pin1 inh
37 | 3% | 8% | -5% | 0%
38 | 6% | -5% | 6% | 3%
39 | 3% | -2% | -7% | -2%
40 | -5% | -10% | 50µM* | ?
41 | 68%[activator] | 3% | -32% | 5%
42 | 54%[activator] | 14% | -22% | -2%
43 | 26% | 2% | -2% | -5%
44 | 1% | -2% | 8% | 6%
45 | 28µM* | -10% | 50µM* | ?
46 | 4% | 5% | ? | -11%

Assay outcomes as filed in PubChem BioAssay.

An excerpt. The share of hits here may be higher or lower than overall.
